IMPase Li cell: qHTS Assay for Identifying the Cell-Membrane Permeable IMPase Inhibitors: Potentiation with Lithium; CHO-M1 cells, IP1 TR-FRET (IP-One), carbachol + lithium; Potency, µM (highest dose often 59.4 µM), for the others: at the highest dose activity, negative = IMPase inhibition, actives largely listed as inhibitors; actives 0.35% (n = 210,000);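 also: IP1 builds up when IMPase is blocked and the TR-FRET signal falls; potency is read from the fitted curve at half-maximal effect; plate controls were basal vehicle for no effect and high inhibitor control for full effect; nearly all actives have a fitted effect of over 50% in size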
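Steps: plate 2000 CHO-M1 cells per well and culture 16–30 h; add compound and lithium; incubate 30 min, 37C; add d2-IP1 tracer and Eu cryptate anti-IP1 antibody in lysis buffer; read after 10 min at room temperature.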
Lamin A splicing: qHTS Assay for Modulators of Lamin A Splicing; HeLa LMNA splicing GFP/RFP minigene ratio, 48 h; Potency, µM (doses to about 46.1 µM), for the others: at the highest dose ratio change, negative = inhibition, most hits filed as inhibitors; actives 0.01% (n = 200,000); active = well fitted inhibition curve with a large enough effect in the signal ratio, with a control signal flat, not every such curve was filed as active; inconclusive = small, poorly fitted or top-dose-only effect, or effect the other way, or a change in a side signal; the % refers to the signal ratio; also: potency is read from the fitted curve at half-maximal effect; % is scaled to controls: 0 for no effect and ±100 for the full control effect
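S3 HeLa stable clones carrying a lamin A-EGFP splicing minigene plus DsRed2 were seeded at 600 cells/well in Opti-MEM with 2% FBS, pin-dosed and incubated 48 h at 37°C. Acumen cytometry (488 nm) gave the GFP/RFP total-intensity ratio.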
NPSR antagonist: qHTS Assay for Antagonists of the Neuropeptide S Receptor: cAMP Signal Transduction; actives 1% (n = 220,000); Q6W5P4; Potency, µM (highest dose often 38.3 µM), for inactives: at the top dose activity change, negative = inhibition, most hits filed as inhibitors; AID 1461, 2008; CHO-NPSR cells, cAMP TR-FRET, antagonist mode; also: potency is read from the fitted curve at half-maximal effect; % is scaled to controls: 0 for no effect and ±100 for the full control effect; nearly all actives have a fitted effect of over 50% in size; many of its hits are not listed in these tables
Target sequence (Q6W5P4 whole entry, looked up): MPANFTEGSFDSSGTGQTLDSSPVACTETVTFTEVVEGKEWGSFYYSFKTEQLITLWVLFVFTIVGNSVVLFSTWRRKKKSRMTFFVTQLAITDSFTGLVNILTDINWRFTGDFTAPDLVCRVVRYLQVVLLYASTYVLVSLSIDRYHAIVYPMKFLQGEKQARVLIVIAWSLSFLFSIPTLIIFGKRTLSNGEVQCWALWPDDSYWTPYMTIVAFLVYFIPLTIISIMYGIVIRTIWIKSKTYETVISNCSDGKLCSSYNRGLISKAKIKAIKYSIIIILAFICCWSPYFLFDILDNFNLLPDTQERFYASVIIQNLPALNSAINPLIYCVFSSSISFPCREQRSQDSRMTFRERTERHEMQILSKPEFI
CBFb RUNX1 block: qHTS Assay for Compounds Blocking the Interaction Between CBF-beta and RUNX1 for the Treatment of Acute Myeloid Leukemia; AlphaScreen CBFb-His/RUNX1-biotin binding, biochemical; Potency, µM (highest dose often 59.8 µM), without a hit: at the top dose activity, negative = inhibition, actives largely listed as inhibitors; 230,000 tested, under 10 active; also: % of control where 0% means no effect
Target sequence (Q01196 whole entry, looked up): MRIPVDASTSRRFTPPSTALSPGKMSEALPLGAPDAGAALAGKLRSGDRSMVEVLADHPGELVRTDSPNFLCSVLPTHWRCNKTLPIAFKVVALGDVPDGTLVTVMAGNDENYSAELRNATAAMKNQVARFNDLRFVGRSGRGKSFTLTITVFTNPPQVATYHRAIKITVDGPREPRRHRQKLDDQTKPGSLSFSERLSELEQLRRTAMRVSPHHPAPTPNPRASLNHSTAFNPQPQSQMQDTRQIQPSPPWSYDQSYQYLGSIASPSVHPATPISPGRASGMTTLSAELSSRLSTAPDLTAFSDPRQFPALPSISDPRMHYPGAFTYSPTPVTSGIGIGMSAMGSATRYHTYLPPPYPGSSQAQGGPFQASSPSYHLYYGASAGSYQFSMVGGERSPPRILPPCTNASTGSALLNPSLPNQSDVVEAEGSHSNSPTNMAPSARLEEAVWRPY
Target sequence (Q13951 whole entry, looked up): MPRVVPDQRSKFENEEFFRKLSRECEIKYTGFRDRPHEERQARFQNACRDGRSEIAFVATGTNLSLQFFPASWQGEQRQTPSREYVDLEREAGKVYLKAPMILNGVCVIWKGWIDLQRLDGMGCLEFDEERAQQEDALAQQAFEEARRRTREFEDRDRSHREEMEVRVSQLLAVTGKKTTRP
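CBF-beta (His) and RUNX1 (biotin), 30 nM each; 20 min preassociation; + compound, 15 min; + beads 50 ng each (Ni, streptavidin), 90 min; RT; AlphaScreen read.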
Epigenetic reg: Quantitative High-Throughput Screen for Regulators of Epigenetic Control. murine LDR cells, GFP reporter derepression, 30 h. Potency, µM (series often up to 53.9 µM), inactives show at the highest dose GFP activation, actives largely listed as activators. actives 0.2% (n = 280,000). AID 1865, 2009; also: potency is read from the fitted curve at half-maximal effect; % of control where 0% means no effect; nearly all actives have a fitted effect of over 60% in size
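GFP-positive cell count by laser-scanning cytometry (objects 20–120 um) after 30 h, 37 C compound exposure of murine LDR cells; reporter is CMV-GFP integrated at a silenced locus, inducible by HDAC or DNMT inhibitors.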
aGal spleen mod: qHTS Assay for Inhibitors and Activators of Human alpha-Galactosidase From Spleen Homogenate; Alpha-galactosidase A (Homo sapiens), P06280; human spleen homogenate, 4MU-alpha-Gal fluorescence, 40 min; Potency, µM (doses to about 80 µM), for the others: top-dose activity change, negative = inhibition, most hits filed as inhibitors; actives 0.008% (n = 240,000); AID 2107, 2009;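 also: potency is read from the fitted curve at half-maximal effect; 0% = enzyme with vehicle and -100% = no enzyme basal signal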
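Human spleen homogenate (1 ug) was the enzyme source, with 4-methylumbelliferyl-alpha-D-galactopyranoside (1 mM final) in pH 5.0 citrate buffer with 0.01% Tween-20. Compounds were titrated; after 40 min at 37C, NaOH/glycine stop, 4-MU fluorescence read; AC50 from Hill fits.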
Luc counter: Counterscreen for Luciferase (Kinase-Glo TM) Inhibition; AID 1379, 2008; Kinase-Glo luciferase, ATP luminescence, 8 min; Luciferin 4-monooxygenase (Photuris pensylvanica), Q27757; Potency, µM (doses to about 38.3 µM), inactives show top-dose activity change, negative = inhibition, hits mostly inhibitors; actives 0.28% (n = 200,000); also: potency is read from the fitted curve at half-maximal effect; % is scaled to controls: 0 for no effect and ±100 for the full control effect; nearly all actives have a fitted effect of over 60% in size
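Compound is pinned into ATP-containing buffer (10 uM ATP, imidazole pH 7.2, 7 mM MgCl2). Kinase-Glo luciferase reagent is then added. Light output is recorded following an 8-min room-temperature incubation.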
* = called active by the depositor; ? = inconclusive; . = not tested or not shown; [ ] = remark or other dose. Unless noted, calls follow the shape of the dose curve; as a rule, active = well fitted curve in the direction sought with a large enough effect; inconclusive = small, poorly fitted or top-dose-only effect, or another doubt; inactive = no such curve, though single readings can be large; an effect the other way counts as inactive or inconclusive. An excerpt; the hit share may differ from the screen's.

SMILES	IMPase Li cell	Lamin A splicing	NPSR antagonist	CBFb RUNX1 block	Epigenetic reg	aGal spleen mod	Luc counter
O=C1CN(S(=O)(=O)c2ccccc2)CC(=O)N1CCc1ccccc1	28%[38.3 µM]	7%	-1%[46.1 µM]	19%	2.7%	-4%	-1%
O=C(CCc1nc2ccccc2[nH]1)Nc1ccccc1F	-5%	.	-1%	16%	-0.2%	1%	.
COc1cc2[nH]c3c(Cl)ncnc3c2cc1OC	5%	-5%	14%	-1%	0.0%	0%	-2%
CN1CCN(c2ncnc3c2cnn3-c2ccc(Cl)cc2)CC1	6%[38.3 µM]	4%	6%[46.1 µM]	-5%	0.8%	-14%	-7%
CNc1nc(N)c(C(=O)C23CC4CC(CC(C4)C2)C3)s1	5%	?	-28%	-10%	-1.3%	-3%	-3%
O=C1c2ccccc2CCC12N=NCC2c1ccccc1 (configuration not stated)	0%[38.3 µM]	-2%	-19%[46.1 µM]	4%	0.0%	2%	-3%
Cc1ccc2c(C(=O)CN3CCN(C4CCCCC4)CC3)c(C)[nH]c2c1	1%[38.3 µM]	-3%	12%[46.1 µM]	11%	0.7%	-16%	-2%
N#CCCn1c(=O)c(-c2ccc(Cl)cc2)nc2cnc(N3CCOCC3)nc21	-5%	2%	.	.	.	25%	.
O=C(N/N=C/c1cccs1)c1cc(-c2ccc3ccccc3c2)n[nH]1	28%[38.3 µM]	-7%	?	-17%	0.0%	5%	1%
CCCS(=O)(=O)c1c(S(=O)(=O)CCC)c2c3ccccc3ccn2c1C(=O)OC	16%	-9%	-19%[46.1 µM]	11%	-1.2%	-6%	3%
COc1ccccc1Nc1cc(N2CCOCC2)c2nonc2c1[N+](=O)[O-]	11%	6%[46 µM]	-9%	2%	-0.2%	-6%	-3%
Cc1ccc(C)c(N2CCN(C(=O)c3cn(C)c4ccc(S(=O)(=O)N(C)C)cc4c3=O)CC2)c1	-3%[38.3 µM]	-7%	-21%[46.1 µM]	-1%	-1.0%	13%	-2%
CCO[C@H]1OC(C(N)=O)=C[C@@H](C)[C@@H]1CCCO	-3%	.	-13%	10%	-2.9%	0%	.
O=C(NCCC1=CCCCC1)Nc1ccc2nsnc2c1	-13%	5%[46 µM]	4%	7%	2.2%	-6%	-4%
CCCNC(=O)CN(Cc1ccccc1F)S(=O)(=O)c1ccc(C)cc1	11%[38.3 µM]	-2%	1%[46.1 µM]	3%	-1.0%	-4%	1%
Cn1c(=O)c2cn(-c3ccccc3)cc2n(C)c1=O	2%[38.3 µM]	11%	-11%[46.1 µM]	-1%	-1.4%	8%	-10%
Cc1ccnn1CC(=O)N/N=C/c1cccs1	4%	?	8%	-1%	-1.9%	10%	1%
Cc1cc(SCCOc2ccccc2)nc(N)n1	1%[38.3 µM]	-10%	-8%[46.1 µM]	4%	7.3%	-7%	-1%
COc1cc2c(cc1NCc1ccccn1)oc1ccccc12	-4%	-11%	-6%[46.1 µM]	-13%	-1.0%	-13%	1%
O=C(O)c1c[nH]c2ccc(S(=O)(=O)N3CCOCC3)cc12	.	-6%	-5%[46.1 µM]	15%	-3.5%	-3%	.
COCC(=O)Nc1cc(OC)c(Cl)cc1OC	17%[38.3 µM]	-2%	3%[46.1 µM]	1%	0.9%	5%	-2%
CCC(C)Nc1nc(CN2CCOCC2)nc2sc3c(c12)CCC3 (configuration not stated)	26%[38.3 µM]	2%	-9%[46.1 µM]	0%	0.5%	-9%	-2%
COCCN1C(=O)N[C@@H](c2cccc(C(F)(F)F)c2)C(C(C)=O)=C1C	5%	.	.	-9%	-0.3%	-4%	-2%
N#Cc1c(SCc2ccc(Cl)cc2)sc(C(=O)c2ccccc2)c1N	-4%[38.3 µM]	?	-24%[46.1 µM]	27%	0.0%	3%	-1%
CC(C)(C)c1cc(C(F)(F)F)c(C#N)c(=O)[nH]1	9%[38.3 µM]	-7%	6%[46.1 µM]	-1%	0.8%	?	-2%

More records
SMILES	IMPase Li cell	Lamin A splicing	NPSR antagonist	CBFb RUNX1 block	Epigenetic reg	aGal spleen mod	Luc counter
CC(C)(C)c1ccc(C(=O)NC(=S)Nn2cnnc2)cc1	.	-7%	-14%[46.1 µM]	-1%	-0.9%	5%	.
CCOC(=O)c1c(C)oc2ccc(O)c(CN3CCCCC3)c12	25%[38.3 µM]	?	-2%[46.1 µM]	4%	1.6%	8%	-4%
Cc1nc(N2CCC(C)CC2)c2c(C)c(C(=O)Nc3ccc(C(F)(F)F)cc3)sc2n1	0%	.	-23%	17%	1.1%	-1%	3%
O=C(COC(=O)/C=C/c1cccc(Cl)c1)NCCc1ccccc1	4%	-3%	8%	8%	0.0%	-2%	-2%
CCOC(=O)C1=C(C)OC(N)=C(C#N)C1c1cncc(-c2ccc(F)cc2)c1 (configuration not stated)	9%	3%	-6%	-2%	2.4%	2%	1%
Cc1ccc(N(C(=O)c2ccc(S(=O)(=O)N3CCOCC3)cc2)C2C=CS(=O)(=O)C2)cc1C (configuration not stated)	-5%	?	1%	3%	1.1%	-4%	0%
C=CCOc1ccc(Br)cc1CNCC	14%	-7%[46 µM]	6%	-2%	-0.4%	2%	1%
Cc1cccc(N=C2Sc3nc4c(C)c(C)ccc4cc3CN2CCN2CCOCC2)c1	14%[38.3 µM]	2%	-15%[46.1 µM]	-3%	7.6%	6%	1%
COc1ccc(NC(=O)c2ccccc2NC(=O)c2ccco2)c(OC)c1	-10%[38.3 µM]	-6%	-15%[46.1 µM]	-2%	-1.1%	2%	-9%
O=C(CCN1C(=O)c2ccccc2C1=O)NC(=S)Nc1ccccc1	2%	-5%	12%	0%	-1.0%	0%	-2%
COc1ccc(-c2csc3nc(C)nc(N4CCN(C(C)=O)CC4)c23)cc1OC	-3%	.	?	14%	-2.7%	1%	6%
Cc1[nH]c2ccccc2c1C(c1ccncc1)N1CCN(c2ccccc2F)CC1 (configuration not stated)	19%	?	-24%	-26%	1.3%	-11%	-1%
OCCN(CC(O)COc1ccccc1)CC(O)Cn1ccc2ccccc21 (configuration not stated)	-5%	-11%	-1%	-4%	-1.1%	3%	-3%
Cc1ccc(-c2noc(CCC(=O)N3CCCc4ccccc43)n2)cc1	9%[38.3 µM]	?	?	9%	3.0%	10%	-6%
O=C(NC(=S)Nc1ccc(Br)cn1)c1cccs1	-4%	?	-51%	-27%	4.8%	2%	0%
COc1ccc2[nH]c(C(=O)Nc3ccccc3Cl)cc2c1	.	.	18%	1%	-0.3%	-5%	.
CCOC(=O)C(O)C1CCc2c([nH]c3ccc(C)cc23)C1=O (configuration not stated)	.	.	36%	-2%	-2.4%	5%	.
Cc1ccc(N(CC(=O)NCCSCc2ccco2)S(=O)(=O)c2ccc(C)cc2)cc1	-2%[38.3 µM]	4%	?	-10%	0.0%	4%	-3%
COC(=O)CC1(c2ccc(OC)cc2)C(=O)c2ccccc2C1=O	.	.	5%	-6%	3.0%	-7%	.
CCOC(=O)CC1(C)OCC(C[N+]2(C)CCCCC2)O1 (configuration not stated)	-11%	.	5%	4%	-0.3%	-1%	1%
CCOC(=O)Cc1csc(NC(=O)CC(C)(C)C)n1	-14%[38.3 µM]	6%	0%[46.1 µM]	-1%	-0.9%	4%	-1%
CN(Cc1cccnc1)Cc1c(C(=O)N2CCc3ccccc3C2)nc2ccc(Cl)cn12	3%	.	35%	16%	-0.2%	4%	.
C/C(CCN1CCCc2nc(C)c(C)cc21)=N\O[C@@H](C)CN1CCCCc2nc(C)c(C)cc21	.	.	.	-2%[13.1 µM]	0.0%[10.1 µM]	3%[17.5 µM]	.
O=c1c(-c2ccccc2)c(O)c2c(n1-c1ccccc1)CCCC2	9%	1%	-4%	-4%	-1.4%	-2%	-1%
COc1ccccc1/C=N/NC(=O)c1nnn(-c2nonc2N)c1CSC1=NCCS1	12%	?	-39%	7%	0.0%	7%	1%

The last 3 entries of the part before open the next one.
SMILES	IMPase Li cell	Lamin A splicing	NPSR antagonist	CBFb RUNX1 block	Epigenetic reg	aGal spleen mod	Luc counter
C/C(CCN1CCCc2nc(C)c(C)cc21)=N\O[C@@H](C)CN1CCCCc2nc(C)c(C)cc21	.	.	.	-2%[13.1 µM]	0.0%[10.1 µM]	3%[17.5 µM]	.
O=c1c(-c2ccccc2)c(O)c2c(n1-c1ccccc1)CCCC2	9%	1%	-4%	-4%	-1.4%	-2%	-1%
COc1ccccc1/C=N/NC(=O)c1nnn(-c2nonc2N)c1CSC1=NCCS1	12%	?	-39%	7%	0.0%	7%	1%
COC(=O)c1ccc(NC(CC(C)C)C(=O)OC)c([N+](=O)[O-])c1 (configuration not stated)	5%	-8%	-3%	-9%	-1.0%	-7%	-2%
O=C(O)c1cccc(NS(=O)(=O)c2ccc(-c3ccc(S(=O)(=O)Nc4cccc(C(=O)O)c4)cc3)cc2)c1	8%	.	14%	2%	-5.1%	4%	1%
CC(=Nc1cccc(O)c1)c1sc2ccccc2c1O	11%[38.3 µM]	-5%	-16%[46.1 µM]	2%	-0.8%	-2%	-10%
Cc1cc(C)n(CCc2nc3c4ccccc4n(CC#N)c(=O)n3n2)n1	8%[38.3 µM]	16%	2%[46.1 µM]	3%	-0.1%	12%	-2%
O=C(CCCOc1ccc(Cl)cc1)NCC1CCCO1 (configuration not stated)	-2%[38.3 µM]	6%	6%[46.1 µM]	-2%	-1.4%	-7%	-4%
CS(=O)(=O)Nc1ccc(S(=O)(=O)NC2CCCCC2)cc1	3%	.	-10%	-5%	-1.2%	-4%	.
COc1ccc2[nH]cc(/C=C/C(=O)c3ccccc3)c2c1	.	.	30%	11%	-1.3%	-16%	.
Cn1cccc1C(=O)N1CCC2(CCCN(c3cccc(-c4ccccc4)c3)C2)CC1	3%	.	.	.	.	-22%	2%
CCOc1ccc(OCC)c(NC(=O)Nc2ccc3c(c2)N(C)C(=O)CS3)c1	33%[38.3 µM]	?	?	-19%	-0.8%	-2%	-4%
CCn1cc(CNC(=O)/C=C/c2cnn(C)c2)c(C)n1	-5%	-5%	9%	-3%	-6.3%	3%	-2%
O=C(O)[C@H]1CCCN(CCC=C(c2ccccc2)c2ccccc2)C1	12%	.	.	5%[21.7 µM]	5.1%	8%	0%
